From PubChem
STK33 kinase inh: inhibitors of purified STK33 kinase, primary screen, biochemical, ADP-Glo luminescence, homogeneous, cell-free | Serine/threonine-protein kinase 33 (Homo sapiens), Q9BYT3 | MBP phosphorylation | inhibition, % at 10 µM | hit rate 0.073% among 320,000 | AID 2661, 2010;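 active = inhibition at or above 25%, using the most active replicate where run in duplicate; inactive = inhibition below 25%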
Target sequence (Q9BYT3 whole entry, looked up): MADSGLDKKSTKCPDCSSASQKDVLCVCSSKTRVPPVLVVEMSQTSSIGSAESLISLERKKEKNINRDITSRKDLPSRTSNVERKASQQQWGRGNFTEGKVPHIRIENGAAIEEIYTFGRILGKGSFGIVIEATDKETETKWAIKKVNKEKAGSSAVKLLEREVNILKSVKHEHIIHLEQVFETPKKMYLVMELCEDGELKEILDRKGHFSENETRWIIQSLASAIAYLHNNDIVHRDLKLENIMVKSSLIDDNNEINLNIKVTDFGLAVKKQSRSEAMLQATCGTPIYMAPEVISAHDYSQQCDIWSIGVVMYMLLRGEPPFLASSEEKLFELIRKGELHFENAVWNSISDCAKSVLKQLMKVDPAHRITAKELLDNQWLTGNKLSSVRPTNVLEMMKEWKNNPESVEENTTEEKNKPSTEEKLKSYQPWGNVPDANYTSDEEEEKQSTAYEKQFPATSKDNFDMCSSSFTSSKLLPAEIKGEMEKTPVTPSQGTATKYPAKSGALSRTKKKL
OX1R antag: antagonists of human orexin 1 receptor (OX1R); Orexin/Hypocretin receptor type 1 (Homo sapiens), O43613; OX1R-expressing cells, FRET antagonist read-out; inhibition, % at 6.6 µM; hit rate 1.8% among 330,000; in the data active = inhibition mostly above about 38%, no sharp cut-off; inactive = mostly below about 40%;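 also: 0% = agonist challenge alone and 100% = reference antagonist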
Target sequence (O43613 whole entry, looked up): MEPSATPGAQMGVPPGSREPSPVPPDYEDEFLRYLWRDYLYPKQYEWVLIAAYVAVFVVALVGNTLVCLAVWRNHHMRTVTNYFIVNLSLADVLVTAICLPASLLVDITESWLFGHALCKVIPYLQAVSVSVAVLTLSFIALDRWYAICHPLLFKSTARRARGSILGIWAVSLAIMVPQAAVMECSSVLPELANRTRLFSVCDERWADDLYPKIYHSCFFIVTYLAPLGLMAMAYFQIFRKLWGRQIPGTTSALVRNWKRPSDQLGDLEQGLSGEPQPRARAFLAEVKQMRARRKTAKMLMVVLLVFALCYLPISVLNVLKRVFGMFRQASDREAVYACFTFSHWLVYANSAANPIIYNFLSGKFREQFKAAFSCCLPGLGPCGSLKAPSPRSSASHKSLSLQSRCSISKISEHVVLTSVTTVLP
Numbers without * were called inactive; & = joins results of further samples.

Screening CC(=O)N(Cc1ccco1)Cc1cc2cccc(C)c2n2nnnc12 returned STK33 kinase inh -1.5 and OX1R antag 20.
`O=C(Cn1ccnc1)c1ccc(Cl)cc1` gave STK33 kinase inh -2.1 and OX1R antag 12.
Screening CCN(CC)C(=O)CN1CCN(c2ccccc2F)CC1 returned STK33 kinase inh -3.1 and OX1R antag 6.
`Cc1c(C(=O)N2CCCCCC2)c(S(=O)(=O)Nc2cccc(F)c2)c(C)n1C` gave STK33 kinase inh 0.4 and OX1R antag 25.
For COc1cccc(Cn2cc(-c3cccc(C(F)(F)F)c3)nn2)c1 the results were STK33 kinase inh -0.2 and OX1R antag 30.
`CCc1ccccc1Nc1ncnc2ccccc12` gave STK33 kinase inh 0.1 and OX1R antag 3.
`Cc1nc(-c2cccc(S(=O)(=O)N3CC(C)CC(C)C3)c2)cs1` (stereo not drawn) gave STK33 kinase inh -0.7 and OX1R antag 36.
Screening CC(=O)c1cccc(NC(=O)c2cc3nc(C)cc(C)n3n2)c1 returned STK33 kinase inh 1.6 and OX1R antag 21.
For CN(C)CCNC(=O)Nc1ccc(F)cc1F the results were OX1R antag 7.
Cc1ccccc1C(=O)/C=C1/c2ccccc2CC(C)(C)N1C was read as STK33 kinase inh -1.0 and OX1R antag 24.
Cc1ccc(-c2n[nH]c3c2C(c2cccc(O)c2)N(c2ccc(C(=O)O)cc2)C3=O)cc1 (stereo not drawn) was read as STK33 kinase inh -1.4 and OX1R antag -1.
`Brc1ccccc1CN1CCC(Cc2ccccc2)CC1` gave STK33 kinase inh -0.8 and OX1R antag 12.
Screening Cc1cc2ncn(S(=O)(=O)c3ccc(F)cc3)c2cc1C returned STK33 kinase inh 0.0 and OX1R antag -4.
`Cc1ccc(S(=O)(=O)NCC(=O)NCC(=O)OCC(=O)N2CC(=O)Nc3ccccc32)cc1C` gave STK33 kinase inh -1.2 and OX1R antag 12.
`CCOC(=O)N1CCN(C(=O)c2ccc3c(c2)N(Cc2ccccc2)CCS3)CC1` gave STK33 kinase inh -0.2 and OX1R antag 3.
`CCCn1c(SCC(=O)Nc2nccs2)nnc1-c1cccnc1` gave STK33 kinase inh 4.0 and OX1R antag 14.
For Cc1[nH]c(=S)c(C#N)c(-c2ccccc2)c1C(=O)Nc1ccccc1 the results were STK33 kinase inh 0.3 and OX1R antag 5.
`Cc1cccc(NC(=O)CNC(=O)CN2C(=O)NC3(CCCCC3C)C2=O)c1C` (stereo not drawn) gave STK33 kinase inh 0.8 and OX1R antag 20.
`O=C1c2ccc3c4c(ccc(c24)C(=O)N1c1ccc(O)cc1)C(=O)N(c1ccc(O)cc1)C3=O` gave STK33 kinase inh -0.3 and OX1R antag 19.
NC(=O)Cc1ccc(C(=O)c2ccc(Cl)cc2)s1 was read as STK33 kinase inh -1.4 and OX1R antag 24.

Two records drawn at random from the list so far:
`Cc1ccc(S(=O)(=O)NCC(=O)NCC(=O)OCC(=O)N2CC(=O)Nc3ccccc32)cc1C` gave STK33 kinase inh -1.2 and OX1R antag 12.
Screening Cc1cc2ncn(S(=O)(=O)c3ccc(F)cc3)c2cc1C returned STK33 kinase inh 0.0 and OX1R antag -4.

The list continues.
`COc1cccc(N2CCN(C(=O)c3cc4c(s3)CCCCC4)CC2)c1` gave STK33 kinase inh 0.0 and OX1R antag 4.
`Cc1ccc(Cn2c(N)nc3ccccc32)cc1` gave STK33 kinase inh -0.4 and OX1R antag 15.
CO/N=C(\C(=O)N[C@@H]1C(=O)N2C(C(=O)O)=C(COC(C)=O)CS[C@H]12)c1csc(N)n1 (stereo in doubt) was read as STK33 kinase inh -0.4 and OX1R antag 8&9&11.
`COc1ccc(S(=O)(=O)N2CCOCC2)cc1NC(=O)COC(=O)CCOc1ccc(C)cc1` gave OX1R antag 9.
Screening CCCCNC(=S)N1CCN(c2ccc(C(C)=O)cc2)CC1 returned STK33 kinase inh 2.4 and OX1R antag 11.
`Cc1cc(C(=O)N[C@H](c2ccccc2)[C@@]2(C)C[C@@H]2[C@@H](C)C(=O)Nc2ccc3ccccc3c2)no1` gave STK33 kinase inh -0.5 and OX1R antag 50.
`COc1ccc(-c2nn(CCC#N)cc2/C=N/O)cc1` gave STK33 kinase inh -0.6 and OX1R antag 22.
`COC(=O)Nc1ccc2ncn(C)c(=O)c2c1` gave STK33 kinase inh -1.3 and OX1R antag 8.
COc1ccccc1-c1nnc(C2CCN(S(=O)(=O)c3cccc([N+](=O)[O-])c3)CC2)o1 was read as STK33 kinase inh -0.4 and OX1R antag 17.
`COc1ccc(N2CCN(C(=O)COC(=O)c3ccc(Cl)nc3)CC2)cc1` gave STK33 kinase inh -0.6 and OX1R antag 3.
O=C1CCCCC1S(=O)(=O)c1ccccc1 (stereo not drawn) was read as STK33 kinase inh -1.4 and OX1R antag 7.
`O=c1c2cccnc2[nH]c(=S)n1Cc1ccccc1` gave STK33 kinase inh -1.1 and OX1R antag 3.
`O=C(OC1CCCCC1)c1ccc(NC(=O)C2CCCCC2)cc1` gave STK33 kinase inh 0.5 and OX1R antag 35.
COc1ccc(C2=NO[C@@H]3[C@@H]4C[C@@H]([C@H]5C(=O)N(C)C(=O)[C@@H]45)[C@H]23)cc1 was read as STK33 kinase inh -1.2 and OX1R antag 6.
`CC(C)(C)NC(=O)C(Cc1ccccc1)N1C(=O)c2ccccc2C1=O` (stereo not drawn) gave STK33 kinase inh -2.6 and OX1R antag 8.
For O=C(CSc1cccc(C(F)(F)F)c1)N1CCN(S(=O)(=O)c2ccccc2)CC1 the results were STK33 kinase inh -0.6 and OX1R antag 13.
`COC(=O)c1ccccc1CC1SC(N)=NC1=O` (stereo not drawn) gave STK33 kinase inh -0.9 and OX1R antag 9.
Screening CCC(=O)N(CCc1ccccc1)Cc1cc2cccc(C)c2[nH]c1=O returned STK33 kinase inh -0.8 and OX1R antag 8.
For Nc1cc(-c2ccc(Cl)cc2)nn1-c1ccccc1 the results were STK33 kinase inh -0.5 and OX1R antag 18.
For Cc1cccc(NC(=O)CN2C(=O)N/C(=C\c3ccc(-c4cccc(C(=O)O)c4)o3)C2=O)c1 the results were STK33 kinase inh -1.3 and OX1R antag -87.

Sorted by length of the SMILES (low to high): some entries from above
`O=C(OC1CCCCC1)c1ccc(NC(=O)C2CCCCC2)cc1` gave STK33 kinase inh 0.5 and OX1R antag 35.
Screening CCC(=O)N(CCc1ccccc1)Cc1cc2cccc(C)c2[nH]c1=O returned STK33 kinase inh -0.8 and OX1R antag 8.
`CC(C)(C)NC(=O)C(Cc1ccccc1)N1C(=O)c2ccccc2C1=O` (stereo not drawn) gave STK33 kinase inh -2.6 and OX1R antag 8.
For O=C(CSc1cccc(C(F)(F)F)c1)N1CCN(S(=O)(=O)c2ccccc2)CC1 the results were STK33 kinase inh -0.6 and OX1R antag 13.
COc1ccc(C2=NO[C@@H]3[C@@H]4C[C@@H]([C@H]5C(=O)N(C)C(=O)[C@@H]45)[C@H]23)cc1 was read as STK33 kinase inh -1.2 and OX1R antag 6.

More compounds
`O=C(O)CCC(=O)NCc1ccc(C(=O)O)cc1` gave STK33 kinase inh -1.0 and OX1R antag 0.
`O=C(Nc1cc(N2CCOCC2)ncn1)c1ccc(F)cc1` gave STK33 kinase inh -0.4 and OX1R antag 9.
Screening CN(C)/C=C/c1c([N+](=O)[O-])c2ccc(O)cc2n1-c1ccccc1 returned STK33 kinase inh -2.2 and OX1R antag 17.
`Cc1ccccc1C(=O)N1CCC(C(=O)N2CCCc3ccccc32)CC1` gave STK33 kinase inh -0.3 and OX1R antag 2.
Screening Cc1sc2ncnc(N3CCCCC3)c2c1C returned STK33 kinase inh 0.3 and OX1R antag 8.
`CC(C)CCN(C(=O)CCCSc1nc2ccccc2[nH]1)c1c(N)n(Cc2ccccc2)c(=O)[nH]c1=O` gave OX1R antag 34.
`CN1C(=O)c2ccccc2NC(=O)[C@]12O[C@@H]2c1cccc(O)c1` gave STK33 kinase inh 2.2 and OX1R antag 8.
COc1ccc(C2(C(=O)NCCCN3CCOCC3)CCOCC2)cc1 was read as STK33 kinase inh 0.2 and OX1R antag -1.
`NS(=O)(=O)c1cccc(NC(=O)Cn2cnc3ccccc3c2=O)c1` gave STK33 kinase inh -0.9 and OX1R antag 5.
For CC1=C/C(=N\N=C2\NC(=O)C(CC(=O)Nc3ccccc3F)S2)CC(C)(C)C1 (stereo not drawn) the results were STK33 kinase inh -1.3 and OX1R antag 4.
For O=C(CCn1c(=O)oc2ccccc21)NCCCN1CCN(c2ccc(F)cc2)CC1 the results were STK33 kinase inh -0.8 and OX1R antag 9.
COCCNC(=S)N1CCOCC1 was read as STK33 kinase inh -1.7 and OX1R antag 26.
`C=CCNC(=O)c1onc(CSc2ccc(Cl)cc2)c1C(=O)O` gave STK33 kinase inh 0.1 and OX1R antag 34.
For CCOC(=O)N1CCN(C(=O)c2ccc(Cl)c(NC(=O)c3cccs3)c2)CC1 the results were STK33 kinase inh 1.2 and OX1R antag 2.
For CCNc1nc(NCC)nc(SCCOC(=O)c2ccccc2)n1 the results were STK33 kinase inh 0.0 and OX1R antag 37.
For Cn1c(OCc2ccc3c(c2)OCO3)nc2c1c(=O)n(Cc1cccc(Cl)c1)c(=O)n2C the results were STK33 kinase inh -2.3 and OX1R antag 8.
CC(C)C(=O)N1CCN(c2c(Cl)cccc2[N+](=O)[O-])CC1 was read as STK33 kinase inh -0.2 and OX1R antag 23.
`Cc1cccc(OC(C)C(=O)N/N=C\c2ccncc2)c1` (stereo not drawn) gave STK33 kinase inh -0.2 and OX1R antag 8.
`COc1cc(Cl)c(C)cc1NC(=O)c1cccc(OC)c1OC` gave STK33 kinase inh -2.1 and OX1R antag 70*.
Screening Cc1c(C(=O)NCCN2CCOCC2)oc2ccc(Br)cc12 returned STK33 kinase inh -2.4 and OX1R antag 3.
Screening COc1nc(OC)nc(N2CCC(NC(=O)C(Cc3ccc(C(C)C)cc3)NC(C)=O)CC2)n1 (stereo not drawn) returned STK33 kinase inh 0.5 and OX1R antag 19.
Screening CCC1(c2ccc(F)cc2)NC(=O)N(CC(=O)Nc2cccnc2Cl)C1=O (stereo not drawn) returned STK33 kinase inh 0.1 and OX1R antag 0.
For CCN(CC(=O)NC1CCCC1)S(=O)(=O)c1ccc(C)cc1 the results were STK33 kinase inh -0.7 and OX1R antag 15.
`O=C(c1ccco1)N1CCN(C(=O)c2cnn3c2NC(c2cccs2)CC3C(F)(F)F)CC1` (stereo not drawn) gave STK33 kinase inh -1.9 and OX1R antag -6.
For COc1ccc(OC)c(NC(=O)C(=O)NCCC2=CCCCC2)c1 the results were STK33 kinase inh 0.0 and OX1R antag 22.
For CC(NS(=O)(=O)c1ccc(Cl)cc1)C(c1cccs1)N1CCN(C)CC1 (stereo not drawn) the results were STK33 kinase inh 0.2 and OX1R antag 16.
Screening C#CCn1c(=NC(=O)c2ccc(Br)s2)sc2cccc(OC)c21 returned STK33 kinase inh 0.4 and OX1R antag 2.
For COc1ccc(CCNC(=O)c2ccc3c(c2)NC(=O)C(CSCc2cc(C)ccc2C)N3)cc1OC (stereo not drawn) the results were STK33 kinase inh 1.2 and OX1R antag 25.
CCC1CCCCN1CCCNC(=O)C1CCCN(S(=O)(=O)N2CC(C)CC(C)C2)C1 (stereo not drawn) was read as STK33 kinase inh -1.2 and OX1R antag 8.
`CNC(=O)/C(C#N)=C\c1ccc(CNS(=O)(=O)c2ccc(Cl)cc2)o1` gave STK33 kinase inh -0.6 and OX1R antag 4.
Screening CCOC(=O)c1coc(CNC(=O)c2c(C)oc3c2CCCC3)c1 returned STK33 kinase inh -0.8 and OX1R antag 18.
O=C(CSCC(=O)N1CCCCC1)OCC(=O)c1c[nH]c2ccccc12 was read as STK33 kinase inh 1.0 and OX1R antag 23.
`Nc1ccc2oc(-c3cc(Br)ccc3Cl)nc2c1` gave STK33 kinase inh 0.1 and OX1R antag 47*.
Screening C=CCC1CCCCC12NC(=O)N(c1ccccc1)N2 (stereo not drawn) returned STK33 kinase inh -2.0 and OX1R antag 7.
C/C(=N\NC(=O)c1c(C)nc2ccccn12)c1ccc(N2CCOCC2)cc1 was read as STK33 kinase inh -0.4 and OX1R antag 14.
CC(=O)c1ccc(-c2ccc(C(=O)NC3CCCCCC3)o2)cc1 was read as STK33 kinase inh 0.4 and OX1R antag 34.
O=c1cc(O)c2c(=O)[nH]c(=O)n(-c3ccccc3)c2[nH]1 was read as STK33 kinase inh -2.1 and OX1R antag 20.
`CN(Cc1nc(-c2ccccn2)no1)S(=O)(=O)c1ccc(Br)cc1` gave STK33 kinase inh 0.6 and OX1R antag 14.
Screening CCc1ccc(C(=O)Nc2ccc(OC)c(S(=O)(=O)N3CCCCC3)c2)cc1 returned STK33 kinase inh -1.0 and OX1R antag 13.
For COC(=O)c1sc2nc3c(cc2c1N)C(=O)CC(C)(C)C3 the results were STK33 kinase inh -1.1 and OX1R antag 5.
O=C(c1cc(-c2ccc(Cl)cc2)on1)N1CCN(c2ccc(F)cc2)CC1 was read as STK33 kinase inh -1.6 and OX1R antag 7.
C[C@H]1C[C@@H]2[C@H]([C@@H](O)C[C@@]3(C)[C@H]2CC[C@]3(O)C(=O)CO)[C@@]2(C)C=CC(=O)C=C12 was read as STK33 kinase inh 0.2 and OX1R antag 11.
CCn1c(O)c(/C=N/N=C2CCCCC2)c2cc(C3=NNC(=O)CC3)ccc21 was read as STK33 kinase inh 0.0 and OX1R antag 28.
Screening CCc1cccc(NC(=O)C2CCCN(S(=O)(=O)c3cccnc3)C2)c1 (stereo not drawn) returned STK33 kinase inh -1.2 and OX1R antag 26.
For O=C(Nc1ccccc1Cc1ccccc1)c1ccccc1NS(=O)(=O)c1ccc(Cl)s1 the results were STK33 kinase inh -0.7 and OX1R antag 77*.
